Bioassay records as filed in PubChem BioAssay.
PAX8 reporter: lowers PAX8-driven luciferase in RMG-I cells; RMG-I TPO-luciferase reporter, SteadyGlo, 24 h; inhibition, % at 12.6 µM; 360,000 compounds, 1.2% hits; AID 652154;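 active = mean replicate inhibition at least 60% with every replicate also reaching 60%; inconclusive = only one of the two criteria is met; inactive = mean below 60% and not all replicates reaching 60%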;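 also: luciferase light reporting Pax8 driven TPO promoter activity; plate controls were median of neutral control wells for no effect and mitoxantrone controls for full effect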
CFTR F508del cor: correctors of CFTR F508del function in bronchial epithelial cells; CFBE cells, YFP halide quenching; stimulated with forskolin plus potentiator P3; % fluorescence drop versus neutral controls; 350,000 compounds, 0.36% hits; activity (quench increase), % at 7.58 µM; AID 720511;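 active = mean added fluorescence quench of at least 8% versus neutral control, with both replicates also reaching 8%; inconclusive = only one of the mean or replicate conditions met; inactive = mean below 8% and not both replicates reaching 8%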;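 also: cells transiently co-express mutant CFTR-F508del with the halide-sensitive YFP; corrector assay measuring rescue of mutant channel to the surface after 24 h compound exposure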
GSIS activator: primary screen for activators of insulin secretion dependent on glucose, INS-1E cells, GLuc reporter luminescence. INS-1E GLuc reporter insulin secretion, 2-3 h. activation, % at 16.6 µM. 370,000 compounds, 0.61% hits. AID 743287;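 active = lowest replicate activation of at least 40%, so every replicate reaches that level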;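 also: 0% = median of neutral control wells and 100% = median of IBMX positive control wells; some compounds called inactive have numbers as strong as hits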
DENV2 CPE rescue: protects cells from dengue virus 2 cytopathic effect; 350,000 compounds, 1.7% hits; DENV2-infected cells, cytopathic effect rescue, plate reader; CPE inhibition, % at 9.99 µM; in the data active = CPE inhibition above about 20%, passing the limit was not always enough; inconclusive = no clear call, values can overlap the other calls; tested in BHK-21 cells;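 also: 0% = median of neutral control wells and 100% = median of positive control wells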
ARNT TACC3 PPI: disrupts binding between human ARNT and TACC3; Q9Y6A5; AlphaScreen His-ARNT PAS-B/GST-TACC3 binding, luminescence; TACC3 fragment carries E629A point mutation; inhibition, % at 9.99 µM; 390,000 compounds, 0.66% hits;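 active = mean inhibition of replicates at least 50% and at least half of replicates each reaching 50%; inconclusive = half or more replicates reach 50% but mean below 50%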;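 also: 0% = complete ARNT plus TACC3 wells and 100% = ARNT alone without TACC3; many hits fall short of the cut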
EWS-Fli inh: blocks EWS/Fli oncoprotein-driven transcription; AID 651661; inhibition, % at 12.6 µM; A673 NR0B1-luciferase reporter, viability-normalised; 350,000 compounds, 0.67% hits;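 active = mean inhibition of at least 50% after viability correction, with every replicate also passing that limit; inconclusive = mean reaches 50% but only one of two replicates passes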;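 also: firefly luciferase signal divided by Alamar Blue viability fluorescence both relative to DMSO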
XiGFP reactiv: reactivates the inactive X chromosome in mouse fibroblasts; XiGFP mouse fibroblasts, % GFP-positive cells imaging, 3 d; cells co-treated with 5-aza-dC sensitizer; scaled so ellipticine positive control = 100%; activation, % at 7.58 µM; 360,000 compounds, 0.055% hits; AID 743238;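 active = mean normalized replicate activation at least 10% and every replicate at or above 10%; inconclusive = only one of the two criteria met; inactive = mean below 10% and not all replicates reach 10%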;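 also: 0% = median of on-plate neutral control wells and 100% = ellipticine 6 µM median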
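Material: SV40-immortalized XiGFP fibroblast cells, line 68-5-11 | Buffer or medium: DMEM containing 5-aza-dC | Dosing: One concentration, pinned | Times: 3 d treatment, 15 min room-temperature fixation | Controls: Ellipticine 6 µM positive control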
ERp5 block: ERp5 (human) disulfide isomerase inhibition. 350,000 compounds, 0.05% hits. Q15084. ERp5 insulin aggregation, absorbance 650 nm, 90 min. inhibition, % at 9.99 µM;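 active = mean replicate inhibition above about 25%, with every replicate also reaching it, limit read from the data, passing the limit was not always enough; inconclusive = only one of those two criteria met; inactive = neither criterion met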
Target sequence (Q15084 whole entry, looked up): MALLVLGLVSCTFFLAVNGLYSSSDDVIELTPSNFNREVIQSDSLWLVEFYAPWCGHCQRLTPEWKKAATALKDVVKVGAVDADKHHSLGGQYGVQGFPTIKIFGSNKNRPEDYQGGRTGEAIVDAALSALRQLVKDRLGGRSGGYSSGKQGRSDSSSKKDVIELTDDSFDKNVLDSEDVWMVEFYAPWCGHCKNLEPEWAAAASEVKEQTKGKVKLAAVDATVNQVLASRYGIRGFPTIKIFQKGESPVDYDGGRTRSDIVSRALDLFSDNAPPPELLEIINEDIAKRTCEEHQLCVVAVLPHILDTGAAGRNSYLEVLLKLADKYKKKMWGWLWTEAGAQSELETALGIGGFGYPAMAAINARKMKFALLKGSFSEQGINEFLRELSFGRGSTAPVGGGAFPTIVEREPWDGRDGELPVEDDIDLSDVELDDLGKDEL
* = called active by the depositor; ? = inconclusive; . = no result given; & = joins results of further samples.

Preview (3 entries):
1) CO[C@@H]1CN(C)C(=O)c2cc(NC(=O)C3CCOCC3)ccc2OC[C@H](C)N(Cc2nccs2)C[C@@H]1C
2) COc1ccc(-c2nc3ccc(Br)cn3c2Cc2cccc(Cl)c2)cc1OC
3) CC(C)C(=O)Nc1nnc(S(=O)(=O)N(C)c2ccc(Cl)cc2)s1

Assay by compound	1	2	3
XiGFP reactiv	0.2	-0.1	-0.1
CFTR F508del cor	-0.6	-1.8	1.3
GSIS activator	1.7	14.1	9.3
ARNT TACC3 PPI	-2.6	.	-10.8
EWS-Fli inh	-2.0	-13.0	14.6
ERp5 block	2.0	-1.6	3.9
DENV2 CPE rescue	1.5	-6.9	-4.7
PAX8 reporter	8.2	-24.2	20.4

This part in full, from the first entry:
1) CO[C@@H]1CN(C)C(=O)c2cc(NC(=O)C3CCOCC3)ccc2OC[C@H](C)N(Cc2nccs2)C[C@@H]1C
2) COc1ccc(-c2nc3ccc(Br)cn3c2Cc2cccc(Cl)c2)cc1OC
3) CC(C)C(=O)Nc1nnc(S(=O)(=O)N(C)c2ccc(Cl)cc2)s1
4) CC(=O)Nc1ccc(NC(=O)c2ccc(NC(=O)c3ccccc3)cc2)cc1
5) CC1(C(=O)Nc2cccc(C(F)(F)F)c2)Cc2c(-c3cccc(C(F)(F)F)c3)ccnc2O1 (stereo not drawn)
6) C[C@@H]1CN([C@H](C)CO)C(=O)c2cc(NC(=O)Nc3cccc4ccccc34)ccc2O[C@@H]1CN(C)C(=O)Nc1ccccc1

Assay by compound	1	2	3	4	5	6
XiGFP reactiv	0.2	-0.1	-0.1	0.1	0.0	-0.8
CFTR F508del cor	-0.6	-1.8	1.3	-0.3	-0.6	1.0
GSIS activator	1.7	14.1	9.3	-3.4	-8.0	-32.0
ARNT TACC3 PPI	-2.6	.	-10.8	1.0	.	0.7
EWS-Fli inh	-2.0	-13.0	14.6	.	5.7	8.4
ERp5 block	2.0	-1.6	3.9	10.2	2.1	?
DENV2 CPE rescue	1.5	-6.9	-4.7	-0.3	-7.0	?
PAX8 reporter	8.2	-24.2	20.4	-5.2	-0.6	5.9

7) N#Cc1ccc(CSCC(=O)O)cc1
8) CCCC(=O)C1=C(O)C(C(=O)OC)C(C)(C)CC1=NCCc1ccc(OC)c(OC)c1 (stereo not drawn)
9) CC(Nc1oc(-c2ccco2)nc1C#N)c1ccccc1 (stereo not drawn)
10) O=C(Nc1ccccc1)OCCOc1ccccc1Br
11) C[C@@H]1CN([C@H](C)CO)C(=O)c2cc(-c3ccccc3)cnc2O[C@H]1CN(C)C(=O)c1ccccc1F
12) COCC(=O)N1CC2(CN(C(=O)c3ccccn3)C2)c2c(n(C)c3cc(OC)ccc23)[C@H]1CO

Assay by compound	7	8	9	10	11	12
XiGFP reactiv	.	0.1	-0.1	0.0	-1.0	0.4
CFTR F508del cor	1.0	-0.1	.	0.7	0.2	-1.0
GSIS activator	5.6	11.5	24.4	8.1	-5.5	5.8
ARNT TACC3 PPI	-0.7	-2.1	10.3	1.3	-10.1	.
EWS-Fli inh	5.5	-2.5	.	-54.9	-1.3	-4.8
ERp5 block	-3.1	-4.3	.	-3.5	-3.2	1.7
DENV2 CPE rescue	7.9	-6.5	.	11.1	-5.2	-14.2
PAX8 reporter	.	-3.9	-3.5	-19.6	-7.6	.

13) C[C@H](CO)N1C[C@H](C)[C@@H](CN(C)C(=O)Cc2ccccn2)Oc2ncc(-c3ccccc3)cc2C1=O
14) CSc1nn(-c2ccc(C(=O)OC(C(=O)NC(N)=O)C(C)C)cc2)c(=S)s1 (stereo not drawn)
15) COc1cccc(C(=O)Nc2ccc3c(c2)C(=O)N(C)C[C@H](OC)[C@H](C)CN[C@@H](C)CO3)c1
16) CCOC(=O)c1c(NC(=O)CN2C(=O)NC3(CCCCC3C)C2=O)sc(C)c1CC (stereo not drawn)
17) COCCCNC1=C(C#N)C(=O)NC2(CCCC2)S1
18) CC1(C(=O)NC2CCCCCC2)CCN1C(=O)Cc1ccc(-c2ccccc2)cc1 (stereo not drawn)

Assay by compound	13	14	15	16	17	18
XiGFP reactiv	0.2	0.1	-0.4	0.3	0.1	0.0
CFTR F508del cor	1.8	0.6	-0.5	2.7	0.8	-0.5
GSIS activator	5.4	3.5	0.4	-17.3	0.4	.
ARNT TACC3 PPI	-4.2	-18.6	.	-4.4	.	.
EWS-Fli inh	-14.7	1.4	-7.5	15.4	4.2	10.2
ERp5 block	-9.0	-4.0	-3.9	-7.7	-9.0	-5.1
DENV2 CPE rescue	-3.7	1.2	19.0	2.5	-5.7	-5.7
PAX8 reporter	.	17.2	.	23.9	2.8	0.8

19) CCCNC(=O)N(C)C[C@@H]1Oc2cc(-c3ccccc3F)ccc2S(=O)(=O)N([C@@H](C)CO)C[C@H]1C
20) Cc1cc(=O)oc2cc(OCC(=O)OCC(=O)NCCc3ccccc3)ccc12
21) COc1ccccc1NS(=O)(=O)c1cc(N2Cc3ccccc3C2=N)ccc1N1CCOCC1
22) COC(=O)c1sc(N2C(=O)C(O)=C(C(=O)c3ccc(C)o3)C2c2ccc(OC)c(OC)c2)nc1C (stereo not drawn)
23) Cc1noc(C)c1S(=O)(=O)Nc1ccc2c(c1)CC(=O)N([C@@H](C)CO)C[C@@H](C)[C@@H](CN(C)Cc1ccccc1)O2
24) CC(=O)c1cccc(NC(=O)NNC(=O)c2ccc(Cl)cc2Cl)c1

Assay by compound	19	20	21	22	23	24
XiGFP reactiv	0.6	0.0	-0.1	0.0	0.2	0.2
CFTR F508del cor	-1.7	1.9	-0.7	4.6	1.8	1.9
GSIS activator	12.4	-51.2	-16.6	3.2	-3.5	7.7
ARNT TACC3 PPI	1.6	3.4	-3.5	2.2	0.6	-5.5
EWS-Fli inh	-0.2	1.3	7.8	-5.9	3.7	-13.5
ERp5 block	-2.7	5.3	0.4	-9.2	0.5	-1.6
DENV2 CPE rescue	-1.4	10.0	-0.5	?	-7.4	-6.0
PAX8 reporter	-12.9	0.5	21.4	1.3	1.3	-12.3

25) CC(C)N(C(=O)CSc1ccc(S(=O)(=O)N2CCCCC2)cn1)c1ccccc1
26) COc1ccc(CCNC(=O)C2=CC=CN3CCS(=O)(=O)N=C23)cc1
27) Cc1cccc2nc3ccccc3cc12
28) COc1ccc(OC)c(NC(=O)c2ccc(-c3csc(C)n3)cc2)c1
29) O=C(Nc1ccc(S(=O)(=O)N2CCCCC2)cc1)C1CCN(C(=O)c2ccco2)CC1
30) CCOC(=O)C1(Cc2ccc(OC)cc2)CCN(C(=O)CCN2CCCC2=O)CC1

Assay by compound	25	26	27	28	29	30
XiGFP reactiv	0.1	0.4	-0.1	0.1	0.1	.
CFTR F508del cor	-1.4	-1.7	-0.9	-0.1	0.3	-2.2
GSIS activator	-49.4	34.6	5.5	-1.6	-18.3	-1.8
ARNT TACC3 PPI	-8.9	-0.9	5.6	-1.5	-5.3	-8.5
EWS-Fli inh	17.9	-8.1	-15.6	-63.1	8.8	-15.0
ERp5 block	2.2	-1.8	4.0	4.0	-0.9	-7.0
DENV2 CPE rescue	-6.6	-1.5	11.5	9.9	-5.7	-4.0
PAX8 reporter	5.1	-7.1	-34.3	-54.9	18.1	-24.6

31) C[C@H](CO)N1C[C@H](C)[C@H](CN(C)C(=O)Nc2ccc(C(F)(F)F)cc2)Oc2ccc(NC(=O)CCCCCC(=O)Nc3ccccc3N)cc2CC1=O
32) CN(C)c1ccc(/C=C(\C#N)C(=O)c2ccccc2)cc1
33) CNc1ccccc1NC(=O)C1CCCN1C(=O)OCc1ccccc1 (stereo not drawn)
34) COc1ccc(C2=NC(=O)NC2c2ccc(OC)cc2)cc1 (stereo not drawn)
35) COc1ccc(S(=O)(=O)N2CCOCC2)cc1NC(=O)CSc1nc(C)c(C)c(C)n1
36) CCOC(=O)c1c(C)[nH]c(C)c1C(=O)CSc1nc2ccccc2c(=O)n1-c1ccc(Cl)cc1

Assay by compound	31	32	33	34	35	36
XiGFP reactiv	-0.4	0.0	0.0	-0.1	0.4	0.0
CFTR F508del cor	-3.5	1.2	-0.5	0.5	4.5	0.9
GSIS activator	-7.0	-12.7	4.8	3.9	15.9	-30.1
ARNT TACC3 PPI	0.0	-8.3	5.1	-2.2	5.5	5.8
EWS-Fli inh	15.5	-10.5	.	-11.4	6.1	-0.2
ERp5 block	.	-0.3	3.5	0.4	0.1	2.2
DENV2 CPE rescue	1.5	3.0	11.8	8.5	?	-2.5
PAX8 reporter	8.6	-2.2	1.4	0.5	5.1	11.0

5 of the compounds above, tab-delimited.
entry	mol	XiGFP reactiv	CFTR F508del cor	GSIS activator	ARNT TACC3 PPI	EWS-Fli inh	ERp5 block	DENV2 CPE rescue	PAX8 reporter
33	CNc1ccccc1NC(=O)C1CCCN1C(=O)OCc1ccccc1 (stereo not drawn)	0.0	-0.5	4.8	5.1	.	3.5	11.8	1.4
31	C[C@H](CO)N1C[C@H](C)[C@H](CN(C)C(=O)Nc2ccc(C(F)(F)F)cc2)Oc2ccc(NC(=O)CCCCCC(=O)Nc3ccccc3N)cc2CC1=O	-0.4	-3.5	-7.0	0.0	15.5	.	1.5	8.6
34	COc1ccc(C2=NC(=O)NC2c2ccc(OC)cc2)cc1 (stereo not drawn)	-0.1	0.5	3.9	-2.2	-11.4	0.4	8.5	0.5
32	CN(C)c1ccc(/C=C(\C#N)C(=O)c2ccccc2)cc1	0.0	1.2	-12.7	-8.3	-10.5	-0.3	3.0	-2.2
36	CCOC(=O)c1c(C)[nH]c(C)c1C(=O)CSc1nc2ccccc2c(=O)n1-c1ccc(Cl)cc1	0.0	0.9	-30.1	5.8	-0.2	2.2	-2.5	11.0

Further structures:
37) C#CCNC(=O)C1=C[C@@H](c2csc3ccccc23)C[C@@H](OCc2ccc(CO)cc2)O1
38) C[C@@H]1CCCCO[C@@H](CN(C)C(=O)CCC(F)(F)F)[C@@H](C)CN([C@H](C)CO)C(=O)c2cc(NC(=O)C3CCCCC3)ccc2O1
39) Cc1c(NC(=O)C(C)N2C(=O)C3CCCCC3C2=O)c(=O)n(-c2ccccc2)n1C (stereo not drawn)
40) CCNC(=O)C[C@@H]1CC[C@@H]2[C@@H](COc3ccc(NC(=O)Nc4cccc(OC)c4)cc3C(=O)N2C)O1
41) COc1ccc(OCc2cc(C(=O)N3C[C@@H](C)O[C@@H](C)C3)no2)c(Cl)c1
42) CCCCCn1c(CCCNC(=O)CC)nc2ccccc21
43) FC(F)(F)c1cc(-c2cccs2)nc2cc(-c3ccccc3)nn12
44) CC(=O)Oc1ccc(-c2ccc(C(=O)NCCc3ccc(S(N)(=O)=O)cc3)cc2)cc1

Assay by compound	37	38	39	40	41	42	43	44
XiGFP reactiv	0.1	-0.2	0.1	0.3	0.0	0.0	-0.1	0.7
CFTR F508del cor	0.2&3.9	-0.3	4.8	1.8	1.4	-7.1	2.0	2.9
GSIS activator	-2.0	-5.1	1.0	0.2	0.3	1.5	.	18.5
ARNT TACC3 PPI	-2.1	-6.6	5.7	14.2	-0.3	-4.2	-2.0	-9.7
EWS-Fli inh	4.5&3.5	-6.2	-8.4	-2.5	-38.6	19.9	-20.7	-1.1
ERp5 block	2.4&0.9	-4.4	-3.3	.	-1.0	-5.4	7.9	-0.4
DENV2 CPE rescue	-6.0&-8.7	-4.7	6.6	3.9	3.8	1.7	19.3	12.1
PAX8 reporter	13.4&-7.8	2.3	6.0	-13.9	.	-6.1	3.9	2.2

An unsorted share of the library, and some 4.2% of all compounds hit somewhere here.
